TbREL1 primary = TbREL1 inhibition, primary screen | hit rate 0.49% among 89,000 | inhibition, % at 9.66 µM | P86926 | AID 1117264 | TbREL1 RNA ligation, FRET fluorescence;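 active = inhibition above the mean inhibition across all screened compounds plus 3 SD, cut at about 11% in these data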;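 note: 0% = plate median of test wells and 100% = NSC42067 control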
Target sequence (P86926 whole entry, looked up): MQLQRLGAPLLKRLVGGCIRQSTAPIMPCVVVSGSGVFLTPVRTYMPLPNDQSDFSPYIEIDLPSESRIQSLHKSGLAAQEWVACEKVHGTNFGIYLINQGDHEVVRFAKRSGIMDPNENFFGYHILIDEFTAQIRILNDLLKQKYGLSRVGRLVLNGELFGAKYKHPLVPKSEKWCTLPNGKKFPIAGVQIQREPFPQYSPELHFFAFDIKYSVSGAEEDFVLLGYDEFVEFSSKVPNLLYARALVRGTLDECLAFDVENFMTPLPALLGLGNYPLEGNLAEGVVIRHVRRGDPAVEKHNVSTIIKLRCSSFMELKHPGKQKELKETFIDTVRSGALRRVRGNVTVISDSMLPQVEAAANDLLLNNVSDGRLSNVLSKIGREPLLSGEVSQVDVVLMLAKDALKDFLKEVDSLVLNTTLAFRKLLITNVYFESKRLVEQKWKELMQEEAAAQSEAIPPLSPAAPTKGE
Active calls of the source: *. These rows are one share of the data; count on the stated rates, not on these rows.

What do the screens show for `CCSCCOC(=O)C1=C(C)NC2=C(C(=O)CCC2)C1c1coc2ccccc2c1=O` (configuration not stated)?
TbREL1 primary: -6

What do the screens show for `Cc1nc2nc(-c3cccnc3)[nH]n2c(=O)c1C`?
TbREL1 primary: -1

Results for O=C1/C(=C/c2ccc(C(=O)O)cc2)CCC/C1=C\c1ccc(C(=O)O)cc1 ?
TbREL1 primary: 8

How did Cc1ccc(C(=O)N/C(=C/c2ccc(-c3ccc(Br)cc3)o2)C(=O)NC2CCS(=O)(=O)C2)cc1 (configuration not stated) do in these assays?
TbREL1 primary: -2

What do the screens show for `C[C@@H]1CN([C@H](C)CO)C(=O)CCCn2nncc2CO[C@@H]1CN(C)S(=O)(=O)c1cccs1`?
TbREL1 primary: -1

Results for Cc1cc(SCC(=O)N/N=C/c2ccc(O)c(O)c2O)c(C)cc1Br ?
TbREL1 primary: -2

Results for CC/C(=C/c1ccccc1)c1cccc2[nH]c3c(OC)cccc3c12 ?
TbREL1 primary: 4

How did COc1ccc(NS(=O)(=O)c2ccc(N3CCCC3)c(N)c2)cc1 do in these assays?
TbREL1 primary: -6

What do the screens show for `COc1ccc(-c2cc(C(=O)N3CCN(c4ccccc4O)CC3)c3ccccc3n2)cc1OC`?
TbREL1 primary: -3

What do the screens show for `COc1ccc(S(=O)(=O)Nc2ccc(N(C)C(C)=O)cc2)cc1`?
TbREL1 primary: -2

Results for CCOC(=O)C(CC)Sc1ccc2nnc(CCNS(=O)(=O)c3ccccc3)n2n1 (configuration not stated) ?
TbREL1 primary: 2

What do the screens show for `CCOC(=O)c1cc2ccc3ccccc3c2s1`?
TbREL1 primary: 1

What do the screens show for `COc1cc(OC)cc(C(=O)NNC(=O)CCOc2ccccc2OC)c1`?
TbREL1 primary: 1

How did COc1ccc(NC(=O)NNC(=O)COc2cc(C)c(Cl)c(C)c2)c(OC)c1 do in these assays?
TbREL1 primary: -3

What do the screens show for `O=C(CSc1ccc([N+](=O)[O-])cn1)Nc1ccc(N2CCOCC2)c(Cl)c1`?
TbREL1 primary: 4

What do the screens show for `CCOC(=O)c1sc2nc(SCC#N)n(CCCN3CCCC3=O)c(=O)c2c1C`?
TbREL1 primary: 2

What do the screens show for `OCC[C@H]1C[C@H](O)[C@@H](O)[C@]2(OCCc3ccccc32)O1`?
TbREL1 primary: 1

Results for COc1ccc(Cl)cc1N(CC(=O)NC(C(C)C)C(C)C)S(C)(=O)=O ?
TbREL1 primary: 1

Results for Cc1cccc(NC(=S)NC23CN4CN(CN(C4)C2)C3)c1 ?
TbREL1 primary: -4

What do the screens show for `COc1ccc(/C=C/C(=O)OCC(=O)NCCCc2ccccc2)cc1OC`?
TbREL1 primary: 0

What do the screens show for `COc1ccc(C(=O)NNC(=S)NC(=O)c2cccc([N+](=O)[O-])c2)cc1`?
TbREL1 primary: -8

Results for COC[C@@H]1CCCN1c1ccc2c(c1)O[C@H](COCc1ccccc1)CN([C@H](C)c1ccccc1)S2(=O)=O ?
TbREL1 primary: -1

How did COc1ccc(-c2nc3cc(C)ccn3c2NC(=O)c2ccccc2OC)cc1 do in these assays?
TbREL1 primary: -5

How did [S-]c1nnc(-c2ccc(Br)cc2)n1-c1ccccc1.[Zn+2] do in these assays?
TbREL1 primary: 23*

How did Cn1c(=O)cc(OCCCC(=O)NCCCN2CCN(Cc3ccccc3)CC2)c2ccccc21 do in these assays?
TbREL1 primary: 0

How did NC(=O)c1nsc(C(=O)N(Cc2cccnc2)C(C(=O)NC2CCCC2)c2ccc(F)cc2)c1N (configuration not stated) do in these assays?
TbREL1 primary: -2

Results for CCc1ccc(N2C(=O)CN(Cc3cc(OC)c(OC)c(OC)c3)C2=S)cc1 ?
TbREL1 primary: -3

How did NS(=O)(=O)c1cccc(NC(=O)COC(=O)CCc2ccccc2)c1 do in these assays?
TbREL1 primary: -2

What do the screens show for `Cc1ccc(C(=O)NNC(=O)C2CCN(Cc3ccc(Cl)c(Cl)c3)CC2)cc1`?
TbREL1 primary: 0

How did CCN(CC)CCNCc1ccc(Br)cc1OCC(=O)NCc1ccccc1 do in these assays?
TbREL1 primary: 2

What do the screens show for `COc1ccccc1NC(=O)Nc1ccc2c(c1)CCC2`?
TbREL1 primary: 0

What do the screens show for `CCOC(=O)CCc1c(C)n(CC)c2cc(-c3ccccc3OC)nn2c1=O`?
TbREL1 primary: -1

Results for Cc1nn(CCC(=O)NNC(=O)Nc2ccccc2F)c(C)c1[N+](=O)[O-] ?
TbREL1 primary: -1

What do the screens show for `CCOc1cc(/C=C/c2cccc[n+]2C)ccc1OCC(=O)Nc1ccc(C)cc1`?
TbREL1 primary: 1

How did CCOc1ccc2nc(Cl)c(C3CC(c4ccco4)=NN3S(=O)(=O)c3ccccc3)cc2c1 (configuration not stated) do in these assays?
TbREL1 primary: -3

How did COC(CNC(=O)C1CCCN(S(=O)(=O)c2c(C)noc2/C=C/c2cccs2)C1)OC (configuration not stated) do in these assays?
TbREL1 primary: -3

Arranged by molecular weight (highest first): some entries from above
Results for COC[C@@H]1CCCN1c1ccc2c(c1)O[C@H](COCc1ccccc1)CN([C@H](C)c1ccccc1)S2(=O)=O ?
TbREL1 primary: -1

How did NC(=O)c1nsc(C(=O)N(Cc2cccnc2)C(C(=O)NC2CCCC2)c2ccc(F)cc2)c1N (configuration not stated) do in these assays?
TbREL1 primary: -2

How did CCOc1ccc2nc(Cl)c(C3CC(c4ccco4)=NN3S(=O)(=O)c3ccccc3)cc2c1 (configuration not stated) do in these assays?
TbREL1 primary: -3

How did Cn1c(=O)cc(OCCCC(=O)NCCCN2CCN(Cc3ccccc3)CC2)c2ccccc21 do in these assays?
TbREL1 primary: 0

How did CCN(CC)CCNCc1ccc(Br)cc1OCC(=O)NCc1ccccc1 do in these assays?
TbREL1 primary: 2

What do the screens show for `Cc1ccc(C(=O)NNC(=O)C2CCN(Cc3ccc(Cl)c(Cl)c3)CC2)cc1`?
TbREL1 primary: 0

Results for CCc1ccc(N2C(=O)CN(Cc3cc(OC)c(OC)c(OC)c3)C2=S)cc1 ?
TbREL1 primary: -3

How did [S-]c1nnc(-c2ccc(Br)cc2)n1-c1ccccc1.[Zn+2] do in these assays?
TbREL1 primary: 23*

How did COc1ccc(-c2nc3cc(C)ccn3c2NC(=O)c2ccccc2OC)cc1 do in these assays?
TbREL1 primary: -5

What do the screens show for `COc1ccc(/C=C/C(=O)OCC(=O)NCCCc2ccccc2)cc1OC`?
TbREL1 primary: 0

What do the screens show for `COc1ccc(C(=O)NNC(=S)NC(=O)c2cccc([N+](=O)[O-])c2)cc1`?
TbREL1 primary: -8

Results for Cc1nn(CCC(=O)NNC(=O)Nc2ccccc2F)c(C)c1[N+](=O)[O-] ?
TbREL1 primary: -1

How did NS(=O)(=O)c1cccc(NC(=O)COC(=O)CCc2ccccc2)c1 do in these assays?
TbREL1 primary: -2

Results for Cc1cccc(NC(=S)NC23CN4CN(CN(C4)C2)C3)c1 ?
TbREL1 primary: -4

What do the screens show for `COc1ccccc1NC(=O)Nc1ccc2c(c1)CCC2`?
TbREL1 primary: 0

More records
How did CCc1ccc(S(=O)(=O)N/N=C(/C)c2ccncc2)cc1 do in these assays?
TbREL1 primary: -2

What do the screens show for `COc1ccc(-n2c(SCC(=O)Nc3cccc(S(N)(=O)=O)c3)nc3ccccc3c2=O)cc1OC`?
TbREL1 primary: 0

Results for Cc1ccn(S(=O)(=O)c2ccc(C(C)(C)C)cc2)n1 ?
TbREL1 primary: 2

Results for CCNC(=O)C1(C)CCN(C(=O)c2cccc(C(F)(F)F)c2)C1 (configuration not stated) ?
TbREL1 primary: 0

How did O=C(NC12CC3CC(CC(C3)C1)C2)c1cncc(O)c1 do in these assays?
TbREL1 primary: 1

What do the screens show for `COc1ccc(Cl)cc1C(=O)OCC(=O)c1ccc[nH]1`?
TbREL1 primary: 5

How did O=c1c2ccc(Cl)cc2nc2n1CC/C2=C\c1cccc(O)c1 do in these assays?
TbREL1 primary: -2

How did CSCC[C@H](NC(=O)OC(C)(C)C)c1nnc(SCc2cccc(F)c2)o1 do in these assays?
TbREL1 primary: -2

What do the screens show for `Cn1c(SCC(=O)Nc2cc(Cl)cc(Cl)c2)nnc1-c1ccc2nonc2c1`?
TbREL1 primary: 7

What do the screens show for `CC1CCN(c2ccc([N+](=O)[O-])cn2)CC1`?
TbREL1 primary: 0

Results for CCN(CC)S(=O)(=O)c1cccc(C(=O)Nc2cccc(C)c2)c1 ?
TbREL1 primary: 0

How did O=C(Nc1cc(S(=O)(=O)N2CCCCC2)ccc1N1CCOCC1)c1ccc(F)cc1 do in these assays?
TbREL1 primary: -1

How did O=C(Cc1sc(-c2ccccc2)nc1-c1ccccc1)Nc1ccc(Cl)cc1 do in these assays?
TbREL1 primary: -1

Results for CC(C)(C)c1ccc(C(=O)Nc2ccc3c(c2)C(=O)NC3=O)cc1 ?
TbREL1 primary: 7

How did O=C(NNC(=O)C1CCN(Cc2ccccc2)CC1)c1cccs1 do in these assays?
TbREL1 primary: 4

Results for c1ccc(-c2nnc(SCc3nc4ccccc4[nH]3)n2Cc2ccco2)cc1 ?
TbREL1 primary: -4

What do the screens show for `CCCCn1c(N)c(N(CCOC)C(=O)c2cc(CC)c(C)s2)c(=O)[nH]c1=O`?
TbREL1 primary: 2

Results for Cc1ccc(CNC(=O)CCc2ccc(S(=O)(=O)NCC(C)C)cc2)cc1 ?
TbREL1 primary: -1

What do the screens show for `Cc1oc(-c2ccc(Cl)cc2)nc1CN1CCCC(C(=O)N2CCN(C(=O)c3ccco3)CC2)C1` (configuration not stated)?
TbREL1 primary: 0

Results for CCOC(=O)C1(Cc2ccccc2)CCN(Cc2cccc(C#N)c2)CC1 ?
TbREL1 primary: -4

Results for CN(C(=O)c1ccccc1)C(=O)c1ccccc1 ?
TbREL1 primary: -3

What do the screens show for `CCN1CCN(C(=O)c2ccc(Sc3ccccc3Cl)c([N+](=O)[O-])c2)CC1`?
TbREL1 primary: -2

How did Cn1nc(C(=O)Nc2sccc2C(N)=O)ccc1=O do in these assays?
TbREL1 primary: -3

What do the screens show for `Cc1cc(C)nc(N2CCN(c3nnnn3-c3ccccc3)CC2)n1`?
TbREL1 primary: -1

What do the screens show for `COc1ccc(C)cc1Cn1c(S(C)(=O)=O)nc2ccccc21`?
TbREL1 primary: -3

How did Cc1c(C(=O)N2CCOCC2)c(S(=O)(=O)Nc2ccccc2)c(C)n1C do in these assays?
TbREL1 primary: 3

Results for COc1cccc(C2C(C#N)=C(N)N(c3ncn[nH]3)C3=C2C(=O)CCC3)c1 (configuration not stated) ?
TbREL1 primary: -1

What do the screens show for `COc1ccc(/C=C/C(=O)N(CC(C)C)C2CCS(=O)(=O)C2)cc1` (configuration not stated)?
TbREL1 primary: 0

Results for Cc1ccccc1C(=O)Nc1ccccc1Sc1ccccc1 ?
TbREL1 primary: 0

Results for C=CCN1C(=O)C(Cc2ccccc2Cl)SC1=Nc1ccc(C(=O)O)cc1 (configuration not stated) ?
TbREL1 primary: 0

Results for C[C@H](NC(=O)NCc1ccc(F)cc1)C(=O)O ?
TbREL1 primary: 0

How did CN(c1cccc(NC(=O)c2ccc(C(C)(C)C)cc2)c1)S(C)(=O)=O do in these assays?
TbREL1 primary: 1

Results for C[C@@H]1CCCCO[C@@H](CN(C)C(=O)CCCN(C)C)[C@@H](C)CN([C@H](C)CO)C(=O)c2cc(N(C)C)ccc2O1 ?
TbREL1 primary: -6

Results for CCC(CC)n1[nH]c(=O)cc1N ?
TbREL1 primary: 3

What do the screens show for `COc1ccc(OCC(=O)NNC(=O)c2cccs2)cc1`?
TbREL1 primary: -1

How did CC(C)(O)C#Cc1ccc(C(=O)NCc2ccccc2)s1 do in these assays?
TbREL1 primary: -3

How did CCCC(=O)N1CCN(c2ccc(NC(=O)c3ccc(Br)o3)cc2)CC1 do in these assays?
TbREL1 primary: 3

How did Fc1ccc(-c2nc3ccc(Cl)cn3c2Cc2cccc(Cl)c2)cc1 do in these assays?
TbREL1 primary: 2

Results for CCN1C(=O)C(CC(=O)NC)N(NC(=O)c2ccccc2)C1=S (configuration not stated) ?
TbREL1 primary: 0

How did COCc1nnc(NC(=O)c2ccc3c(c2)OCO3)s1 do in these assays?
TbREL1 primary: -2

How did COc1cc(C(=O)Nc2ccccc2N2CCOCC2)ccc1OCC(=O)N1CCOCC1 do in these assays?
TbREL1 primary: -1

Results for COc1cccc(CNC(=O)CCNC(=O)c2ccco2)c1 ?
TbREL1 primary: 0

Results for CCOc1ccc(/C(C)=N/NC(=O)Cn2nc([N+](=O)[O-])cc2C)cc1 ?
TbREL1 primary: 0

What do the screens show for `CCN1C[C@@H]2[C@@H]3C(=O)N(Cc4ccccc4)C(=O)[C@@H]3[C@](C)(C1=O)N2C(=O)c1ccc(C)cc1`?
TbREL1 primary: -2

Results for Cc1[nH]c2ccccc2c1C(=O)CN1CCC(C)CC1 ?
TbREL1 primary: -1

Results for O=C(COC(=O)CNC(=O)c1ccc(Cl)cc1)NC1CCCCCC1 ?
TbREL1 primary: 0

What do the screens show for `CSCCCNC(=O)c1cn(C(C)c2ccccc2)nn1` (configuration not stated)?
TbREL1 primary: -4

How did Cc1cc(-c2ccc(N3C(=O)CCC3=O)c(C)c2)ccc1N1C(=O)CCC1=O do in these assays?
TbREL1 primary: 0

How did CCOC(=O)C1CCN(C(=O)Cn2cc3c(n2)CCC(C)C3)CC1 (configuration not stated) do in these assays?
TbREL1 primary: 0

How did Cc1cc(S(=O)(=O)NCCN2CCOCC2)c(C)s1 do in these assays?
TbREL1 primary: 1

How did Cc1cccc(NC(=O)Cn2nc(-c3cccs3)ccc2=O)c1C do in these assays?
TbREL1 primary: 0

Results for CCN(CC)S(=O)(=O)c1ccc(NS(=O)(=O)c2ccc(C)c(C)c2)cc1 ?
TbREL1 primary: 0

What do the screens show for `COc1ccc(Cn2nnnc2CN2CCC(O)(c3ccc(F)cc3)CC2)cc1`?
TbREL1 primary: 3

What do the screens show for `COc1ccc(CCNC(=O)c2ccc(NS(=O)(=O)c3c(C)noc3C)cc2)cc1OC`?
TbREL1 primary: 0

Results for O=C(NCC(=O)N(Cc1ccccc1)C(C(=O)NC1CCCC1)c1ccco1)c1ccco1 (configuration not stated) ?
TbREL1 primary: -2

Results for CCN(Cc1ccccc1)S(=O)(=O)c1ccc(C(=O)Nc2nnc(-c3ccccc3OC)o2)cc1 ?
TbREL1 primary: -2

Results for Cc1cc(C)n2nc(C(=O)OCC(=O)N(CC(C)C)CC(C)C)nc2n1 ?
TbREL1 primary: -1

What do the screens show for `O=C(O)CSc1nc(-c2ccccc2)c(-c2ccccc2)[nH]1`?
TbREL1 primary: 7
